Assay outcomes from PubChem BioAssay.
CHX counter = counter-screen hit for Shiga toxin inhibitors, cycloheximide. cell reporter, cycloheximide protein synthesis inhibition counterscreen. max response, %. hit rate 12% among 300,000. AID 2314; in the data active means max response mostly above about 13%, no sharp cut-off; inactive means mostly below about 14%; further: read at 38.3 µM for the half of the compounds with a filed dose; 0% is about no effect
Giardia FBPA inh = Giardia lamblia aldolase inhibition. hit rate 0.71% among 290,000. Potency, µM (highest dose often 59.6 µM), for the others: at the highest dose activity, negative = inhibition, actives largely listed as inhibitors. purified Giardia FBPA. AID 2451; further: potency means the concentration at half of the fitted maximal effect; on the % scale 0 is the no-effect control and ±100 the full control effect; nearly all actives have a fitted effect of over 55% in size
Target sequence (A8B2U2 whole entry, looked up): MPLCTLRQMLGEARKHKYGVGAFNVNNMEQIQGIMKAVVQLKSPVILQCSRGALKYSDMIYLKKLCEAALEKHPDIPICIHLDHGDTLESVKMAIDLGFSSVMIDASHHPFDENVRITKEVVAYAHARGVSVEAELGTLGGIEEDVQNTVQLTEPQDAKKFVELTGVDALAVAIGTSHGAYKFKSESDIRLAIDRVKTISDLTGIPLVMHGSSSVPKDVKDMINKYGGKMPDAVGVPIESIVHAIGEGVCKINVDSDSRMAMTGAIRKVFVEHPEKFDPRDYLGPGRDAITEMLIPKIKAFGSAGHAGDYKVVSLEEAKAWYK
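Giardia FBPA (40 nM reagent) was preincubated 10 min at RT with compound (up to 57.5 uM final), then substrate plus GAPDH/TPI/NAD/arsenate coupling system with diaphorase/resazurin was added; resorufin fluorescence (525/598 nm) was read after 20 min.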
Sm TGR block = S. mansoni TGR enzyme inhibition | Q962Y6 | purified TGR, DTNB reduction, TNB absorbance 405 nm | Potency, µM (titrated, usually from 114 µM), inactives show at the highest dose activity change, negative = inhibition, usual class: inhibitors | hit rate 3% among 360,000 | AID 485364; further: potency means the concentration at half of the fitted maximal effect; on the % scale 0 is the no-effect control and ±100 the full control effect; nearly all actives have a fitted effect of over 60% in size
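First, TGR (20 nM dispensed) and NADPH were mixed with compound. Second, a 15 min room-temperature incubation followed. Third, further NADPH and then DTNB were added to start the reaction. Finally, TNB absorbance was monitored kinetically.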
Pf growth 48h = P. falciparum growth inhibition at 48 hours (one generation); P. falciparum luciferase growth in erythrocytes, 48 h; Potency, µM (doses to about 28.7 µM), without a hit: top-dose activity change, negative = inhibition, actives largely listed as inhibitors; hit rate 5.9% among 310,000; AID 504832; further: potency means the concentration at half of the fitted maximal effect; on the % scale 0 is the no-effect control and ±100 the full control effect
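Cell-based growth assay: transgenic P. falciparum expressing firefly luciferase, cultured in red cells within RPMI 1640 containing 0.5% w/v Albumax, 24 mM bicarbonate and gentamycin. A drop in luciferase activity indicates inhibition.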
Pf growth 96h = P. falciparum growth inhibition at 96 hour, primary screen for plastid delayed-death inhibitors. P. falciparum luciferase reporter growth, 96 h. Potency, µM (top dose mostly 28.7 µM), for inactives: at the highest dose activity change, negative = inhibition, hits mostly inhibitors. hit rate 6.9% among 320,000; further: potency means the concentration at half of the fitted maximal effect; on the % scale 0 is the no-effect control and ±100 the full control effect
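Readout is luminescence from an integrated firefly luciferase in P. falciparum. Red cells, 2% hematocrit and 0.05% parasitemia final, were cultured with compound through two parasite generations (96 hours) at 37 C, 5% CO2.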
Shiga inhibitor = blocks Shiga toxin action in Vero cells; inhibition, % at 38.7 µM; AID 2315; hit rate 9.2% among 290,000; Vero cells, Shiga toxin protein synthesis inhibition reporter; in the data active means inhibition mostly above about 28%, no sharp cut-off; inactive means mostly below about 43%; further: 0% is about no effect
* marks the source's active call; other numbers are inactive results; i = inactive; u = inconclusive; x = no result given; [ ] = remark or other dose. Unless noted, the call rests on the fitted dose curve; in most records, active means well fitted curve in the direction sought with a large enough effect; inconclusive means small, poorly fitted or top-dose-only effect, or another doubt; inactive means no such curve, though single readings can be large; an effect the other way counts as inactive or inconclusive. Compounds were not picked by outcome, and some 24% of all compounds hit somewhere here.

Values in the order: Pf growth 96h | Shiga inhibitor | Pf growth 48h | Sm TGR block | Giardia FBPA inh | CHX counter
COc1ccccc1N1CCN(C(c2cc3ccc(C)cc3[nH]c2=O)c2nnnn2C2CCCC2)CC1 (configuration not stated)
 : -19% | 4 | 1.9µM* | u | 28µM* | -3
O=C(CSc1ccccc1)Nc1ccc(N2CCN(c3ccccc3)CC2)c(F)c1
 : -1% | -17 | 24% | 3% | 3% | -5
CCN(CC)S(=O)(=O)c1cc(C(=O)Nc2ccccc2C(=O)O)ccc1OC
 : x | 4 | u | 7% | -7% | 1
COC(=O)c1ccc(NC(=O)CCN2CCN(CCC(=O)Nc3ccc(C(=O)OC)cc3)CC2)cc1
 : u | -3 | -20% | -5% | 4% | -1
COc1ccc(CCNC(=O)C2CCCN2C(=O)Nc2ccccc2)cc1OC (configuration not stated)
 : -9% | 10 | 18% | 4% | 10% | -1
C=CCN(C(=O)CCC(=O)Nc1cc(C)on1)C(C(=O)NC1CCCC1)c1ccc(Cl)cc1 (configuration not stated)
 : u | -14 | u | 6% | 18% | -7
CN(Cc1cccs1)C(=O)CSc1nnnn1C
 : 32%[activator] | -3 | x | -2% | 4% | -3
CC(=O)N=c1sc2nc3ccccc3nc2n1N(C(C)=O)C(C)=O
 : u | 14 | 25% | 50µM* | u | 14
O=C(CCc1ccc(S(=O)(=O)NC2CCCCC2)cc1)Nc1ccccc1
 : x | 3 | u | 12% | -3% | -1
O=C(NCC(c1cccs1)N1CCOCC1)c1cc([N+](=O)[O-])ccc1Cl (configuration not stated)
 : 8% | 8 | -4% | -8% | 7% | 6
CC1=CS(=O)(=O)CC1Sc1ncn[nH]1 (configuration not stated)
 : 13% | 4 | -17% | -18% | 0% | -1
Fc1cccc(Cl)c1CSc1ncn[nH]1
 : x | -10 | 0% | -17% | -14% | -4
CC(C)(C)NNC(=S)Nc1ccc(S(=O)(=O)N2CCOCC2)cc1
 : -5% | 8 | -17% | u | 22µM* | -2
Cc1ccc(OC(C)C(=O)N(Cc2cccs2)C2CCS(=O)(=O)C2)cc1C (configuration not stated)
 : u | -11 | u | 3% | 6% | 0
CCN(CC)CCOC(=O)c1ccc(NC(=O)c2cn(-c3ccccc3)nc2-c2cccs2)cc1
 : u | 16 | u | -2% | -4% | 15
CCn1c(-c2ccccc2Cl)nn(CC(=O)Nc2ccc(OC)cc2)c1=S
 : 20% | 12 | 12% | 4% | -10% | -3
CC(O)c1ccc(OCCN(C)c2ccccn2)cc1 (configuration not stated)
 : 146%[activator] | 87* | 90%[activator] | 15% | 5% | 56*
CCNC(=S)NNC(=O)c1cc(C)nc2ccccc12
 : 13% | -9 | 9% | -2% | -6% | -1
CCOc1ccc(CCNC(=O)c2cc(S(=O)(=O)N3CCOCC3)ccc2C)cc1OCC
 : u | x | u | -7% | x | x
Nc1ccccc1SCC(=O)Nc1ccc2c(c1)OCCO2
 : 25% | 87* | 112%[activator] | 10% | x | 37*
Clc1ccccc1/C=N/N1CCN(Cc2ccccc2)CC1
 : u | x | 27% | 1% | u | 4
Cc1nn(Cc2ccccc2)c(C)c1NC(=O)CCCn1nc([N+](=O)[O-])c(Cl)c1C
 : u | -18 | -22% | -2% | -3% | -6
CC(C)N1CCC(NC(=O)NC2CCCCC2)CC1
 : 6% | 21 | 73%[activator] | 24% | 2% | 9
O=C(O)c1cc2cc(Cl)ccc2oc1=O
 : u | -13 | 46%[activator] | -2% | 0% | -2
C=CCNc1nc(C)c(CNc2c(C)cc(C)cc2C)nc1C#N
 : u | x | u | 2% | -2% | 1
CC(=O)NCCNc1nc2c(-c3cccc(C)c3)nnn2c2ccccc12
 : u | -2 | -13% | -11% | 6% | -2
CCn1c(-c2ccccc2SC)n[nH]c1=S
 : u | -4 | i | 0% | -20% | -1
COc1ccccc1NC(=O)CSc1ccc(-c2ccc(-n3ccnc3)cc2)nn1
 : u | x | 12µM* | -3% | x | x
CCS(=O)(=O)N1Cc2ccccc2CC1C(=O)Nc1ccc(F)c(F)c1F (configuration not stated)
 : 18% | 44 | 1% | -18% | 5% | 25*
COc1ccccc1Nc1nc(NCc2ccco2)nc(N)c1[N+](=O)[O-]
 : u | -3 | u | 7% | 2% | -3

Some of the entries above in another layout.
Cc1nn(Cc2ccccc2)c(C)c1NC(=O)CCCn1nc([N+](=O)[O-])c(Cl)c1C
  Pf growth 96h = u	Shiga inhibitor = -18	Pf growth 48h = -22%	Sm TGR block = -2%	Giardia FBPA inh = -3%	CHX counter = -6

CC(C)N1CCC(NC(=O)NC2CCCCC2)CC1
  Pf growth 96h = 6%	Shiga inhibitor = 21	Pf growth 48h = 73%[activator]	Sm TGR block = 24%	Giardia FBPA inh = 2%	CHX counter = 9

Continued.
Values in the order: Pf growth 96h | Shiga inhibitor | Pf growth 48h | Sm TGR block | Giardia FBPA inh | CHX counter
CCOC(=O)c1cnc2ccccc2c1NCCO
 : u | 41 | -7% | 14% | 3% | 9
COC(=O)c1c(NC(=O)c2ccco2)sc(C)c1C
 : x | -11 | 6% | 8% | 1% | -3
CN(C)S(=O)(=O)c1cccc(NC(=S)N2CCc3ccccc32)c1
 : -13% | 45 | 9% | u | -15% | 15
N#Cc1ccc(CSc2nnc3[nH]c(=O)cc(N)n23)cc1
 : -38% | 21 | 4.1µM* | -27% | -13% | 8
COCCNC(=O)C(c1ccc(C)cc1)N(C(=O)CCC(=O)Nc1ccccn1)c1ccccc1C (configuration not stated)
 : 8.3µM* | -12 | -33% | -13% | -2% | 9
COc1cccc(COC(=O)C2CCN(C(=O)c3ccc(F)cc3)CC2)c1OC
 : -1% | x | u | 0% | x | x
CCC(C)(C)NC(=O)c1ccc(S(=O)(=O)N(C)c2ccccc2OC)cc1
 : -8% | -8 | -25% | -6% | 2% | -3
Cc1cc(C)nc(SCC(=O)O)n1
 : 0% | 1 | -1% | -4% | 9% | -1
CC1C(=O)CC(c2ccc([N+](=O)[O-])cc2)NC1c1ccc([N+](=O)[O-])cc1 (configuration not stated)
 : -1% | -5 | u | 6% | 2% | -1
O=C(NCCc1ccc(Cl)cc1)C12CC3CC(CC(O)(C3)C1)C2
 : -2% | 17 | 20% | 4% | x | 19*
Cc1cc(C(=O)OCC(=O)N2CC(C)OC(C)C2)c(C)n1-c1ccccc1 (configuration not stated)
 : u | x | u | -1% | x | x
O=C(/C=C/c1cccc(Cl)c1)NNC(=O)c1ccncc1
 : 5% | x | 5% | -14% | x | x
Cc1ccc(/C=C/C(=O)O)cc1S(=O)(=O)NCc1ccco1
 : -6% | -10 | 32% | 32µM* | -2% | 6
O=C(O)CCn1c2ccccc2c2nc3ccccc3nc21
 : -5% | 58* | 111%[activator] | -9% | 18% | 19*
COc1ccccc1CCC(=O)OCC(=O)Nc1cccc(S(=O)(=O)N2CCOCC2)c1
 : 46%[activator] | x | -10% | -6% | x | x
Cc1ccc(S(=O)(=O)Nc2ccncc2)c(C)c1
 : 9% | -3 | 27% | 0% | 14% | -3
Cn1c(SCC(=O)Nc2ccccc2)nc(O)cc1=O
 : -8% | -16 | -25% | -5% | -2% | -3
Cc1cc(C)n(CCNCc2c(C(=O)N3C[C@@H](C)O[C@@H](C)C3)nc3ccc(Cl)cn23)n1
 : 49%[activator] | -6 | 15% | 1% | 1% | -3
O=c1[nH]n(-c2ccccn2)c(=O)c2ccccc12
 : u | 60 | 11% | 3% | 2% | 15
CC1CCCCN1C(=O)Nc1ccccc1Cl (configuration not stated)
 : -2% | 48 | 59%[activator] | x | 5% | -3
Cc1ccc(-c2nc3ccccc3n2C)o1
 : 11% | 74* | x | 16µM* | -5% | 57*
COc1ccc(Cn2cnc3c4cc(F)ccc4n(C)c3c2=O)cc1
 : -5% | -6 | 16% | 18% | 5% | -2
Cc1cccc(-n2c(O)c(C)c(=O)[nH]c2=S)c1
 : 6% | -5 | u | 40µM* | -5% | 3
C=C(C)COc1ccc(-c2ncncc2-c2ccc(Br)cc2)c(O)c1
 : 2.3µM* | -3 | 1.9µM* | 3% | 6% | -2
O=C(CSCCc1ccccn1)Nc1ccc(Br)cn1
 : 0% | 30 | 12% | 4% | 0% | 6
CCOc1c2ccc(C(=O)N[C@H](C)C3CCCCC3)cc2nn1CCOC
 : u | -2 | 0% | -3% | 0% | -3
CCOc1ccc(N)c(SSc2cc(OCC)ccc2N)c1
 : u | 88* | 0% | -2% | u | 45*
O=C(NC(=S)NCC1CCCO1)c1cccc([N+](=O)[O-])c1 (configuration not stated)
 : 135%[activator] | 9 | 16% | -13% | -20% | -2
CC(C)NC(=O)c1cc(-c2ccc3c(c2)OCO3)on1
 : u | 104* | 64%[activator] | -9% | -3% | 26*
OCC[C@@H]1C[C@@H](O)[C@H](O)[C@]2(OCCCc3ccccc32)O1
 : 37%[activator] | -5 | 27% | -15% | 10% | 1
CCOc1ccc2c(c1)c(N=Nc1cccc(C(=O)O)c1)c(O)n2C
 : u | 62* | 95%[activator] | 4% | 19% | 58*
COc1ccccc1CN(C)C(=O)c1ccccc1Sc1ccccc1C#N
 : u | -12 | 14% | 0% | x | -2
CC1=N/C(=C\c2ccc3c(c2)OCO3)C(=O)N1c1ccc(C(=O)O)cc1
 : u | 12 | -7% | 3% | 6% | -2
Cc1cs/c(=N\N=C\c2cccc([N+](=O)[O-])c2)n1Cc1ccco1
 : 219%[activator] | -9 | 16% | -4% | 0% | -2
CCOC(=O)c1cc2c(cn1)[nH]c1ccccc12
 : u | 59* | 30%[activator] | 10% | -14% | 27*
Cc1csc(NC(=O)CN2CCCCCC2)n1
 : u | -8 | 40%[activator] | -19% | 22µM* | 2
CC(C)c1ccc(C2c3[nH]c4ccccc4c3C[C@H]3C(=O)N(c4ccccc4C(=O)N4CCC[C@@H]4C(=O)O)C(=O)N23)cc1 (some centres not stated)
 : 8.3µM* | 8 | 9.3µM* | 8% | 22% | -1
N#Cc1ccc(S(=O)(=O)N2CCc3[nH]c4ccc(F)cc4c3C2)cc1
 : 23% | 14 | -13% | 20% | -8% | -2
N#CC(C#N)=NNc1ccc(S(N)(=O)=O)cc1
 : 18% | -4 | -1% | u | -2% | 1
Cc1[nH]c(=O)[nH]c(=O)c1S(=O)(=O)N1CCC(C(=O)N2CCN(Cc3ccccc3)CC2)CC1
 : u | -16 | x | -7% | 2% | -5
COc1ccc(CN2CCC(CO)(CCOc3ccccc3)CC2)cc1C
 : 4% | -3 | 10µM* | 17% | 2% | 7
CCOC(=O)/C(N)=C/c1ncc(C(F)(F)F)cc1Cl
 : 14% | -6 | 3% | -7% | 19% | 13
O=C(NCc1cccs1)C1CCN(c2nccs2)CC1
 : x | 10 | -9% | -6% | 0% | -3
CC(=O)Nc1ccc(Sc2ccccc2C(=O)O)cn1
 : u | 8 | 17% | u | -11% | -2
S=c1[nH]nc(-c2ccccc2)n1/N=C/c1cccs1
 : 26% | 15 | 16% | -10% | 6% | 1
O=S(O)S(=O)(=O)O
 : x | 6 | x | x | 2% | -3
Cc1cc(C(=O)O)cc(S(=O)(=O)Nc2ccccc2C(=O)NC(C)c2ccccc2)c1C (configuration not stated)
 : 5% | 2 | 7% | -7% | 1% | -5
COc1ccc(NCC(=O)N2CCCC2)cc1Cl
 : 6% | 20 | 11% | -1% | -8% | 11
COc1cc(NC(=O)CN2C(=O)c3ccccc3S2(=O)=O)c(OC)cc1Cl
 : 0% | 8 | 40%[activator] | -17% | -1% | -4
Cc1cc(C)cc(NC(=O)N2CCC(NC(=O)c3ccc(F)cc3)CC2)c1
 : u | -4 | -4% | -3% | 6% | -4
